D2 potentiator = positively modulates the human D2 dopamine receptor allosterically. hit rate 0.34% among 340,000. AID 485347. HEK293 T-REx D2, calcium flux, EC20 dopamine potentiation. P14416. potentiation, % at 10 µM;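 active = potentiation over 3 SD above the plate norm, cut at about 30% in these data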; note: 0% is about no effect
Target sequence (P14416 whole entry, looked up): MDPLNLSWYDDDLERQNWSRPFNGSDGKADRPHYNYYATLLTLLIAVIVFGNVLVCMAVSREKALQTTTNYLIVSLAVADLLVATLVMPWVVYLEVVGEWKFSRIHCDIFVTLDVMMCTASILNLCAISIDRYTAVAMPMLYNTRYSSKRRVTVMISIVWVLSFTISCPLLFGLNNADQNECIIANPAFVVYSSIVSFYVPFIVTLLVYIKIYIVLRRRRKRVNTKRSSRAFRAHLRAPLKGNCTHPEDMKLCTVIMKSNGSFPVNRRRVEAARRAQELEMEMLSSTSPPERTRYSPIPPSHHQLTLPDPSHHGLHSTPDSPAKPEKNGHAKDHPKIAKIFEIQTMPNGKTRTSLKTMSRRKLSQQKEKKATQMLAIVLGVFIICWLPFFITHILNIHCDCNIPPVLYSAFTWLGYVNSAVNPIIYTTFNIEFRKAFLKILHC
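Using a no-wash calcium dye in inducible, force-coupled HEK293 Trex cells expressing D2, we tracked fluorescence each second for 180 s after compound, then for 180 s after EC20 dopamine to detect augmented signalling.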
RXFP1 antag = blocks the human relaxin receptor RXFP1; HEK293-RXFP1, relaxin-stimulated cAMP HTRF, 30 min; stronger effect = lower value; activity change, negative = inhibition, % at 57.5 µM; hit rate 0.59% among 350,000;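 active = activity change of -60% or lower, but not beyond a set lower limit; inconclusive = change between -60% and -40%, or beyond the set limit; inactive = change above -40%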; note: % is set by controls: 0 for no effect and ±100 for the full control effect
Vif-APOBEC3G blk = Vif-A3G binding inhibition | HeLa A3G-eYFP + Vif (tagged APOBEC3G with the HIV-1 protein that degrades it), YFP fluorescence, overnight | Potency, µM (titrated, usually from 46.1 µM), inactives show at the top dose activity, negative = active, most hits filed as inhibitors | hit rate 0.076% among 410,000 | AID 602310;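 note: potency is the fitted concentration of half-maximal effect; % is set by controls: 0 for no effect and ±100 for the full control effect; nearly all actives have a fitted effect of over 60% in size; hits raise eYFP signal because A3G escapes Vif-driven loss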
Target sequence (Q9HC16 whole entry, looked up): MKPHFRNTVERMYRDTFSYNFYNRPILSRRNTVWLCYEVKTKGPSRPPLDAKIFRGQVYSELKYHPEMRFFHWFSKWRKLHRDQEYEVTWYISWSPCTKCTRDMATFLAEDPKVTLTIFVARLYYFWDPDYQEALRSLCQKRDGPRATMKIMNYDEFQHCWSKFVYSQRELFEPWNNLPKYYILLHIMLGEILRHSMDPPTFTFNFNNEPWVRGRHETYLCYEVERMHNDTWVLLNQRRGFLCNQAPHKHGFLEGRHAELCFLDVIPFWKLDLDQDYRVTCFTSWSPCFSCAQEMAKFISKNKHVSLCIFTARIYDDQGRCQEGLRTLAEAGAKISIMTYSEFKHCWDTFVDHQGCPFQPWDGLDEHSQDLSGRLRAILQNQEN
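Read-out is eYFP fluorescence (Ex 488/Em 500-530) from Vif-expressing HeLa A3G-eYFP cells; more signal means A3G escaped Vif-mediated degradation. Cells plated overnight, compound pinned in, incubated overnight at 37 deg C.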
RXFP1 agonist = RXFP1 (human) receptor agonism; Q9HBX9; HEK293T-RXFP1 cAMP TR-FRET, 30 min; response scale: percent of porcine relaxin response, buffer zero; Potency, µM (top dose mostly 57.5 µM), for inactives: at the top dose activation, hits mostly activators; hit rate 0.3% among 370,000; note: potency is the fitted concentration of half-maximal effect; % is set by controls: 0 for no effect and ±100 for the full control effect; nearly all actives have a fitted effect of over 60% in size; many of its hits are not listed in these tables
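HEK293T cells stably expressing RXFP1 were pretreated with the PDE4 inhibitor Ro 20174, exposed to compounds for 30 min at 37C, lysed, and cAMP was read by TR-FRET. Data normalized to buffer (basal) and 29 nM porcine relaxin (100%).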
D1 PAM = human D1 dopamine receptor positive modulation; P21728; HEK293 TREx D1 cells, calcium flux, dopamine EC20 potentiation; potentiation, % at 10 µM; hit rate 0.036% among 360,000; AID 504651; in the data active = potentiation above about 30%; note: 0% is about no effect
D1 ag = activates the human D1 dopamine receptor | hit rate 1% among 360,000 | P21728 | activation, % at 2 µM | AID 504660 | HEK293 T-REx D1 cells, calcium flux, agonist mode; in the data active = activation above about 30%; note: 0% is about no effect
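Inducible HEK293 T-REx D1 cells, force-coupled to calcium signalling, were plated at 4000 cells/well with tetracycline and held overnight at 30 C. After no-wash calcium dye loading, compound-evoked calcium rise over 180 s flagged agonists.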
Vif-APOBEC3F blk = inhibitors of Vif-A3F interaction | HeLa A3F-eYFP + Vif (tagged APOBEC3F with the HIV-1 protein that degrades it), YFP fluorescence increase | Potency, µM (top dose mostly 46.1 µM), for inactives: top-dose activity, negative = active | hit rate 0.2% among 390,000; note: potency is the fitted concentration of half-maximal effect; % of control where 0% means no effect; nearly all actives have a fitted effect of over 65% in size
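HeLa cells stably expressing Vif plus C-terminally eYFP-tagged A3F were seeded, incubated overnight at 37 deg C, dosed with compound, incubated overnight again at 37 deg C. Yellow fluorescence (Ex 488/Em 500-530) reported blocked Vif-mediated A3F-eYFP degradation.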
D1 antagonist = antagonists of human D1 dopamine receptor. HEK293 TREx D1 cells, calcium flux, dopamine EC80; stronger effect = lower value. AID 504652. activity change, negative = inhibition, % at 10 µM. hit rate 3.2% among 360,000. P21728; in the data active = activity change below about -30%; note: % is set by controls: 0 for no effect and ±100 for the full control effect
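Kinetic fluorescence of a calcium dye serves as the read-out. D1-expressing Hek293 Trex cells, induced overnight at 30 C, are exposed to compound for 180 s before an EC80 dopamine addition, then read 180 s further.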
GRP78 ERSR act = ER stress response induction in glioma. U87-MG GRP78 promoter luciferase reporter, 16 h. Potency, µM, inactives show at the top dose activation, usual class: activators. hit rate 0.02% among 420,000. AID 602332; note: potency is the fitted concentration of half-maximal effect; series mostly up to about 76 µM; % of control where 0% means no effect; nearly all actives have a fitted effect of over 35% in size
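Stably transfected U87-MG human glioma cells carrying a GRP78-based luminescent sensor were seeded at 1000 cells/well, pin-dosed with compounds and incubated 16 h. Luciferase reagent was then added, and end-point luminescence was read after 10 min at room temperature.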
* = called active by the depositor; ? = inconclusive; nt = no result given; & = joins results of further samples. Unless noted, calls come from the whole dose curve; as a rule, active = well fitted curve in the direction sought with a large enough effect; inconclusive = small, poorly fitted or top-dose-only effect, or another doubt; inactive = no such curve, though single readings can be large; an effect the other way counts as inactive or inconclusive. These rows are one share of the data; rates above refer to the full screens.

SMILES | D2 potentiator | RXFP1 antag | Vif-APOBEC3G blk | RXFP1 agonist | D1 PAM | D1 ag | Vif-APOBEC3F blk | D1 antagonist | GRP78 ERSR act
C=CCN1C(=O)C(CC(=O)O)S/C1=N/N=C/c1ccc(N(CC)CC)cc1 (configuration not stated) | 3 | 2 | -1% | -0.6% | -3 | 3 | ? | -20 | -1%
O=C(COc1ccc([N+](=O)[O-])cc1)Nc1ccc(N2CCN(C(=O)c3ccco3)CC2)cc1 | nt | -6 | 1% | -1.0% | 10 | 0 | -12% | -1 | -3%
Cc1c(N2C(=O)CSC2c2ccc(F)cc2)c(=O)n(-c2ccccc2)n1C (configuration not stated) | nt | 0 | -5% | 1.9% | 1 | 1 | 4% | -10 | 1%
CCNc1nc(NCC)nc(Oc2ccc(OCC)nn2)n1 | 0 | 9 | 2% | 1.5% | -1 | 4 | -10% | -5 | -2%
O=C(C1CCCCN1S(=O)(=O)c1ccccc1[N+](=O)[O-])N1CCCCC1 (configuration not stated) | 5 | 2 | 0% | 5.0% | 3 | 3 | -3% | 9 | -4%
O=C(O)/C=C/C(=O)N(CC1CCCO1)C1CC(=O)N(c2c(Cl)cccc2Cl)C1=O (configuration not stated) | 3 | -7 | 1% | -1.1% | -2 | 0 | 6% | -7 | 0%
Cc1cc(/C=N/NC(=O)COc2cccc3cccnc23)c(C)n1-c1ccc(O)cc1 | 4 | 1 | 0% | 3.6% | 5 | 0 | -5% | -15 | -3%
CC1Cc2ccccc2N1C(=O)CSc1nnnn1C (configuration not stated) | -7 | 2 | 2% | 1.1% | 0 | -1 | -6% | -7 | -3%
CCN(CC)c1ccc(NC(=O)c2ccc(=O)[nH]c2)cc1S(=O)(=O)Nc1ccc(OC)cc1 | -3 | -11 | ? | 3.2% | 2 | 3 | -20% | 6 | -2%
C=CCn1c(SCC(=O)c2ccccc2)nnc1-c1cc2ccccc2o1 | 3 | -19 | -9% | 0.3% | -5 | 5 | -1% | -6 | 4%
Cc1cccc(NC(=O)C2CCCN(S(=O)(=O)c3c(C)nn(C)c3C)C2)n1 (configuration not stated) | 0 | nt | 4% | -0.8% | -1 | -3 | -3% | -16 | -1%
N#C/C(=C\Nc1ccccc1SC(F)(F)F)c1nc(-c2ccc(F)cc2)cs1 | 21 | -4 | -6% | 0.6% | 6 | -1 | 1% | -18 | 0%
O=C(O)c1cc(Cl)c(Cl)cc1C(=O)N1CCCC1 | -6 | 6 | 0% | 0.1% | 4 | 3 | 1% | -2 | 0%
CCSc1nnc(NC(=O)CCc2ccccc2)s1 | 2 | -9 | -4% | 10% | -3 | 1 | -7% | 9 | 0%
Cc1ccccc1OCc1nc2c3cnn(-c4ccccc4Br)c3ncn2n1 | 7 | 2 | nt | -0.5% | -1 | -1 | nt | 2 | nt
O=C1C=C(c2ccc3ccccc3c2)C[C@@H](c2ccc(F)cc2)C1 | 7 | nt | -17% | -0.1% | 0 | 2 | 1% | nt | 0%
CC(C)(C)n1nc2c(c1NC(=O)c1ccc(S(=O)(=O)N3CCCC3)cc1)CS(=O)C2 (configuration not stated) | -6 | 3 | 0% | -1.1% | 1 | 0 | nt | -14 | -3%
CC(=O)c1c(C)oc2ccc(N(C(C)=O)S(=O)(=O)c3ccc(F)cc3C)cc12 | -5 | -2 | -4% | 1.5% | 1 | 4 | -8% | -20 | -2%
CCCCCn1c(CCCNC(=O)c2cccc(C)c2)nc2ccccc21 | 1 | -16 | -14% | -0.7% | 2 | 4 | 0% | 17 | -9%
Cc1ccc(NC(=O)Cn2c(=O)n(CCCCCC(=O)NCc3ccc(F)cc3)c(=O)c3sccc32)c(C)c1 | -7 | 6 | nt | 26% | 2 | 0 | nt | 8 | nt
O=C1Nc2ccccc2/C1=N\N=C\c1ccc(O)c(O)c1 | 8 | -14 | -2% | -1.5% | 1 | 2 | 4% | -6 | 5%
C[C@@H](C(=O)N[C@H](C(=O)O)c1ccccc1)n1nnc2ccccc2c1=O | 8 | 16 | -1% | 1.9% | -2 | 6 | -8% | -3 | -8%
CCN(Cc1ccccc1)C(=O)COC(=O)c1cc(S(=O)(=O)Nc2ccccc2OC)ccc1O | nt | -10 | 0% | nt | nt | nt | 0% | nt | -1%
C=CCOC(=O)C1=C(C)NC(C)=C(C(=O)OCC=C)C1c1cccs1 | -2 | -1 | -2% | -0.3% | -11 | 2 | -10% | -17 | -2%
COc1ccc(C)cc1NC(=O)c1oc2ccc(S(=O)(=O)N3CCC4(CC3)OCCO4)cc2c1C | 3 | -11 | -5% | 2.1% | -2 | 0 | -4% | 7 | -2%
CCCCN1C(=O)CN(C2CCCCCC2)C(=O)C1c1ccc(OC(C)C)c(OC)c1 (configuration not stated) | 2 | 9 | -2% | -1.8% | 0 | -1 | 1% | -6 | -2%
COC(=O)/C=c1\[nH]c2nnc(C)n2c1=O | -7 | 3 | -9% | 8.6% | -5 | 1 | -5% | 11 | -4%
CCCc1sc(C(=O)Nc2nnc(C3CC3)s2)cc1CC | -5 | 26 | -6% | 6.9% | -6 | 11 | 7% | 7 | -2%
O=C(NNS(=O)(=O)c1ccc(Cl)cc1)c1ccc(S(=O)(=O)N2CCCCC2)cc1 | 1 | -2 | 1% | 0.1% | -2 | 1 | -7% | 4 | -5%
c1ccc(-c2onc3c2CCCC3)cc1 | -3 | 9 | -1% | 1.9% | -5 | 0 | -7% | nt | 0%
O=C1C2=C(Nc3ccccc3SC2c2ccc(Cl)c(Cl)c2)c2ccccc21 (configuration not stated) | 1 | 10 | 3% | -0.1% | 2 | -1 | 3% | -12 | -4%
O=C(CSc1ccc2c(c1)OCCO2)Nc1ncccc1O | 16 | nt | -2% | -2.3% | -8 | 2 | 2% | 1 | -1%
Cc1cc2c([nH]c3ccccc32)c2c1OC(C)(C)C=C2 | 14 | nt | -9% | 5.7% | 8 | 3 | 6% | 5 | 5%
COc1ccccc1C(=O)COC(=O)COc1ccc(C#N)cc1 | nt | 2 | 3% | nt | nt | nt | 0% | nt | -4%
COc1ccc(N2C(=O)C3CCCN3C2c2ccccc2OC)cc1 (configuration not stated) | 13 | -9 | 0% | -1.0% | nt | 4 | 1% | -4 | -4%
O=C(CSc1nc2ccccc2c(=O)n1Cc1ccc(C(=O)NC2CC2)cc1)NCc1ccco1 | -5 | -2 | -11% | 0.2% | -6 | 0 | -8% | 10 | -4%

Random excerpt: 2 entries already listed, in no set order.
SMILES | D2 potentiator | RXFP1 antag | Vif-APOBEC3G blk | RXFP1 agonist | D1 PAM | D1 ag | Vif-APOBEC3F blk | D1 antagonist | GRP78 ERSR act
O=C(C1CCCCN1S(=O)(=O)c1ccccc1[N+](=O)[O-])N1CCCCC1 (configuration not stated) | 5 | 2 | 0% | 5.0% | 3 | 3 | -3% | 9 | -4%
N#C/C(=C\Nc1ccccc1SC(F)(F)F)c1nc(-c2ccc(F)cc2)cs1 | 21 | -4 | -6% | 0.6% | 6 | -1 | 1% | -18 | 0%

(more compounds)
SMILES | D2 potentiator | RXFP1 antag | Vif-APOBEC3G blk | RXFP1 agonist | D1 PAM | D1 ag | Vif-APOBEC3F blk | D1 antagonist | GRP78 ERSR act
CCOC(=O)c1sc(NC(=O)c2ccc(S(=O)(=O)N3CCCCC3)cc2)nc1-c1ccccc1 | -1 | -1 | -1% | 0.5% | 4 | 2 | -1% | -8 | -6%
COc1ccc(N2CCN(C(=O)c3ccccc3NS(=O)(=O)c3ccccc3)CC2)cc1 | 6 | -12 | -6% | -1.3% | -2 | 1 | 6% | 1 | -4%
NC(=O)CC(NC(=O)Cc1ccc(Br)cc1)c1ccc(NCc2cc(F)ccc2F)c([N+](=O)[O-])c1 (configuration not stated) | 6 | nt | -32% | 0.8% | -1 | 7 | ? | 0 | -6%
CCOC(=O)C1C(=O)CC(=O)C(C(=O)OCC)C1c1ccc(O)cc1 (configuration not stated) | nt | -1 | -3% | nt | nt | nt | 1% | nt | -3%
Cc1ccc(/C=N/NC(=O)c2ccc3ccccc3c2)s1 | -4 | 0 | ? | 0.0% | -7 | 2 | -1% | 3 | 16%
COc1cc(CN2CCCCCC2)cc(OC)c1 | -8 | -9 | 0% | -0.4% | -7 | 4 | 1% | -1 | -4%
O=S1(=O)CCOC[C@H](CC2CCCCC2)N1Cc1ccccc1 | 0 | nt | -7%&-3% | -0.4% | -2 | 1 | -9% | 18 | -1%&-4%
COc1ccc(CCNC(=O)C2CCN(S(=O)(=O)c3cccc4nonc34)CC2)cc1OC | -1 | -9 | 0% | 0.4% | 2 | 0 | -5% | 1 | -2%
Cc1ccc(C(=O)Nc2ncc(Cc3ccccc3)s2)o1 | 8 | ? | -1% | -1.2% | -11 | 5 | -2% | -1 | 0%
COc1ccc(-c2cc(C(F)(F)F)n3nc(C(=O)N4CCOCC4)c(Cl)c3n2)cc1 | -10 | -2 | -4% | -1.4% | 0 | 3 | 9% | -13 | -6%
COc1ccc(NC(=O)c2nc(C)n(-c3ccc([N+](=O)[O-])cc3)n2)cc1 | 1 | 1 | 1% | 2.8% | -7 | 2 | -45% | -8 | -1%
O=C(O)c1ccc(Nc2c3ccccc3nc3ccccc23)cc1 | 8 | -5 | 5% | 5.0% | 5 | -1 | -6% | 2 | 3%
Cc1ccccc1C(=O)Nc1cccc(NC(=O)Cn2cnc3c(=O)n(C)c(=O)n(C)c32)c1 | 21 | 19 | 1% | 13% | -2 | -1 | -13% | -9 | -1%
CN(C)/C=C1\C(=O)Oc2ccccc2C1=O | nt | -10 | 3% | nt | nt | nt | 2% | nt | -3%
CN1CCN(c2nc(C(N)=O)cc(-c3ccccc3)n2)CC1 | nt | -17 | 2% | -3.7% | -6 | 4 | 9% | 1 | -7%
COc1ccc(C(=O)NC(=S)Nc2cccnc2)cc1[N+](=O)[O-] | -5 | 1 | 0% | 3.2% | -3 | 0 | 6% | -2 | -1%
CCOc1ccc(NC(=O)Cn2c(=O)n(-c3ccccc3)c(=O)c3c4c(sc32)CCCC4)cc1 | -6 | nt | -2% | 18% | 1 | 2 | -2% | 2 | -2%
O=C(CSc1nc(-c2cccs2)nc2cc(=O)[nH]n12)Nc1cccc(C(F)(F)F)c1 | 8 | -23 | -13% | 0.6% | -2 | 6 | 8% | -38* | 8%
Cc1ccc(N2CCN(/N=C/C(Cl)=C/c3ccccc3)CC2)cc1 | -13 | 3 | 3% | -3.5% | 0 | 0 | -12% | -16 | -2%

Screening results as filed in PubChem BioAssay.
